RGS4 inh: blocks human RGS4-accelerated GTP hydrolysis; Potency, µM (highest dose often 114 µM), for inactives: top-dose activity change, negative = inhibition, hits mostly inhibitors; Transcreener GDP fluorescence polarization, RGS4-accelerated GTP hydrolysis; 0.039% of 390,000 active; AID 504845; also: potency is read from the fitted curve at half-maximal effect; % is scaled to controls: 0 for no effect and ±100 for the full control effect; nearly all actives have a fitted effect of over 75% in size; some results filed as inactive show a strong effect at the top dose
Target sequence (P49798 whole entry, looked up): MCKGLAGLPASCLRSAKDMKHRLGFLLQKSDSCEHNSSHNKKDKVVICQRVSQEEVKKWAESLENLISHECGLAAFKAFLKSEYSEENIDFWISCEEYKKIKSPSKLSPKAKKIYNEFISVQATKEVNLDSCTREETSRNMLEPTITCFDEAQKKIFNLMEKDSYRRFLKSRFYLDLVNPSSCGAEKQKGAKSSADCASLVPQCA
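MLSMR compounds (23 nl, pin-transferred) preincubated 10 min at room temperature with a 500nM (2x) first reagent, then RGS4 at 900nM (2x) plus Transcreener GDP mix added; fluorescence polarization (620/688 nm) read before and after 90 min at 30 °C.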
IDH1 R132H inh: inhibitors of human mutant IDH1 R132H. IDH1-R132H enzyme, NADPH consumption, diaphorase/resazurin fluorescence. Potency, µM (titrated, usually from 76.6 µM), without a hit: top-dose activity change, negative = inhibition, most hits filed as inhibitors. O75874. 0.093% of 390,000 active; also: potency is read from the fitted curve at half-maximal effect; % is scaled to controls: 0 for no effect and ±100 for the full control effect; nearly all actives have a fitted effect of over 65% in size
Target sequence (O75874 whole entry R132H, stated change not applied): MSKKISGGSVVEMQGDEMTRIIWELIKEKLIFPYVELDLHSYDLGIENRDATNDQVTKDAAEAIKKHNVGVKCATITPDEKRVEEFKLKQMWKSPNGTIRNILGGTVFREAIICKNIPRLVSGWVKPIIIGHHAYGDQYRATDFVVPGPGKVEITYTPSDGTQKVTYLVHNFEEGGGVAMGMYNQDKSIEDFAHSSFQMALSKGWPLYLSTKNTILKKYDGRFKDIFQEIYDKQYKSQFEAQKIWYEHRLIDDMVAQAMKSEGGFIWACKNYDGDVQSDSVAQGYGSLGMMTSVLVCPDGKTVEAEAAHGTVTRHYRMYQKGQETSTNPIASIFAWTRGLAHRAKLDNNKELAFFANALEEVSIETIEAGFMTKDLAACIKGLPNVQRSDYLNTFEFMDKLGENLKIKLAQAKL
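IDH1-R132H (0.5 ug/mL dispensed) in pH 7.5 Tris buffer was preincubated 30 min with compound, then given a substrate mix of 0.016 mM NADPH and 2 mM alpha-KG for 80 min at room temperature; remaining NADPH was read by diaphorase/resazurin fluorescence.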
Glioma ERSR ind: inducers of ER stress response in human glioma cells | Potency, µM, inactives show at the top dose activation, actives largely listed as activators | U87-MG GRP78 promoter luciferase reporter, 16 h | 0.02% of 420,000 active; also: potency is read from the fitted curve at half-maximal effect; series mostly up to about 76 µM; % of control where 0% means no effect; nearly all actives have a fitted effect of over 35% in size
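Stably transfected U87-MG glioma cells carrying a GRP78-based luciferase sensor; 16 h compound incubation. Luminescence end-point read 10 min after Bright-Glo addition at room temperature.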
USP1 inh: blocks the human USP1/UAF1 deubiquitinase complex; O94782; recombinant USP1/UAF1, Ub-Rhodamine cleavage fluorescence; Potency, µM (series often up to 57.1 µM), for inactives: at the top dose activity change, negative = inhibition, usual class: inhibitors; 0.23% of 390,000 active; AID 743255; also: potency is read from the fitted curve at half-maximal effect; % is scaled to controls: 0 for no effect and ±100 for the full control effect; nearly all actives have a fitted effect of over 60% in size; inactives centre near -12
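USP1/UAF1 complex at 1 nM was preincubated with compound for 15 min at room temperature, then Ub-Rho substrate (150nM final) was added. Fluorescence (480/540 nm) was read kinetically, 6 reads every 60 seconds.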
TrxR1 substrate: rat thioredoxin reductase 1 substrate activity; O89049; purified TrxR1 substrate turnover, NADPH consumption readout; Potency, µM (titrated, usually from 114 µM), for inactives: top-dose activity change, negative = substrate turnover; 0.01% of 390,000 active; AID 588456; also: potency is read from the fitted curve at half-maximal effect; % is scaled to controls: 0 for no effect and ±100 for the full control effect; nearly all actives have a fitted effect of over 50% in size
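Rat TrxR1, dispensed at 90 nM, was prereduced with 400 uM NADPH (final) for 5 min at ~22 deg C, then incubated with compound 15 min before 400 uM selenite. A first-read NADPH fluorescence drop versus no-compound background flagged substrates.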
Vif-APOBEC3F blk: inhibitors of Vif-A3F interaction; AID 602313; 0.2% of 390,000 active; Potency, µM (series often up to 46.1 µM), without a hit: at the highest dose activity, negative = active; HeLa A3F-eYFP + Vif (tagged APOBEC3F with the HIV-1 protein that degrades it), YFP fluorescence increase; also: potency is read from the fitted curve at half-maximal effect; % of control where 0% means no effect; nearly all actives have a fitted effect of over 65% in size
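HeLa cells stably expressing A3F-eYFP plus Vif, plated and incubated overnight at 37 deg C, then exposed to compounds overnight at 37 deg C. Blocked degradation read as raised yellow fluorescence (Ex 488/Em 500-530).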
Vif-APOBEC3G blk: inhibitors of Vif-APOBEC3G interaction. Q9HC16. HeLa A3G-eYFP + Vif (tagged APOBEC3G with the HIV-1 protein that degrades it), YFP fluorescence, overnight. Potency, µM (doses to about 46.1 µM), inactives show at the highest dose activity, negative = active, most hits filed as inhibitors. 0.076% of 410,000 active. AID 602310;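 also: potency is read from the fitted curve at half-maximal effect; % is scaled to controls: 0 for no effect and ±100 for the full control effect; nearly all actives have a fitted effect of over 60% in size; hits raise eYFP signal because A3G escapes Vif-driven loss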
Target sequence (Q9HC16 whole entry, looked up): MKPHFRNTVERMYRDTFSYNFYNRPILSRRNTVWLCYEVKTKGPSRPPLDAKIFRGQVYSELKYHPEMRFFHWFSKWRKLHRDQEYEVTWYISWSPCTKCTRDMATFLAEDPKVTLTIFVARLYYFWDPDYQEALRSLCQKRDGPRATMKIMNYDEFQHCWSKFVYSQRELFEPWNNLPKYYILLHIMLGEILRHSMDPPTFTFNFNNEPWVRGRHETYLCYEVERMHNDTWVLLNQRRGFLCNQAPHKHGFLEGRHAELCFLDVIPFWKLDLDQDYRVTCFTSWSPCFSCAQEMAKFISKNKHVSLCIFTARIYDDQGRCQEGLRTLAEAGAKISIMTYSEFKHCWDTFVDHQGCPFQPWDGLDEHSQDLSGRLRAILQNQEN
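HeLa cells stably expressing Vif and C-terminally eYFP-tagged A3G, seeded overnight at 37 deg C, then exposed to compound by pintool overnight at 37 deg C. Rise in yellow fluorescence (Ex 488/Em 500-530, Acumen) marks blocked Vif-driven A3G degradation.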
rTrxR1 inhibitor: inhibitors of rat thioredoxin reductase 1 | O89049 | recombinant rTrxR1, NADPH fluorescence consumption, selenite substrate | Potency, µM (series often up to 114 µM), inactives show at the highest dose activity change, negative = inhibition, actives largely listed as inhibitors | 1% of 390,000 active | AID 588453; also: potency is read from the fitted curve at half-maximal effect; % is scaled to controls: 0 for no effect and ±100 for the full control effect; nearly all actives have a fitted effect of over 65% in size
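Rat TrxR1 (90 nM in the dispensed reagent) was pre-reduced with 400 uM NADPH for 5 min at room temperature, then incubated with compound for 15 min. After 400 uM selenite was added, NADPH fluorescence (Ex 340/Em 450 nm) was followed for 8 min.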
LDHA inh: blocks human lactate dehydrogenase A | P00338 | purified LDHA, NADH/diaphorase-resazurin fluorescence; hits give low values | activity change, % (values are at about 110 or 230 µM) | 0.15% of 480,000 active | AID 1347041; in the data active = activity change below about -30%; inconclusive = mostly about -25% to -30%;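 also: plate controls were DMSO wells for no effect and wells without enzyme for full effect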
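LDH5 2 nM; NADH 0.06 mM, pyruvate 0.2 mM; 200 mM Tris pH 7.4, EDTA, Tween-20; 5 min RT. Detection: diaphorase 0.133 mg/mL + resazurin 37 µM, fluorescence ex540/em590 at 0 and 20 min; normalized to enzyme-free and DMSO wells.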
* = called active by the depositor; ? = inconclusive; . = not tested or not shown; [ ] = remark or other dose. Unless noted, calls follow the shape of the dose curve; as a rule, active = well fitted curve in the direction sought with a large enough effect; inconclusive = small, poorly fitted or top-dose-only effect, or another doubt; inactive = no such curve, though single readings can be large; an effect the other way counts as inactive or inconclusive.

Below each SMILES – RGS4 inh	IDH1 R132H inh	Glioma ERSR ind	USP1 inh	TrxR1 substrate	Vif-APOBEC3F blk	Vif-APOBEC3G blk	rTrxR1 inhibitor	LDHA inh
- Cc1cccc(C(=O)NNC(=O)c2ccccc2)c1
 : -2%	7%	-3%	-7%	-11%	0%	-1%	-4%	-8
- CCN(CC)CCNC(=O)Cn1cnc2sc(C)c(S(=O)(=O)N3CCOCC3)c2c1=O
 : 9%	7%	-2%	-8%	5%	.	-1%	6%	-9
- CC(C)c1ccc(NC(=O)Cn2ncn3c(cc4ccccc43)c2=O)cc1
 : 0%	-12%	-8%	-13%	10%	0%	-9%	14%	-4
- CCC(C(=O)N1CCN(S(=O)(=O)c2sc(C(=O)O)c(C)c2C(=O)O)CC1)c1ccccc1 (stereo not given)
 : -22%	3%	-4%	-14%	9%	0%	0%	18%	3
- CCCn1c2ccccc2c2cnn(CC(=O)NC3CCC(C)CC3)c(=O)c21 (stereo not given)
 : -18%	-14%	-5%	-22%	5%	3%	-2%	14%	-4
- CCS(=O)(=O)N1CCCC(C(=O)NC2CCCCC2)C1 (stereo not given)
 : -3%	-3%	-5%	-13%	-5%	-1%	-3%	-1%	-13
- Nc1c(O)cccc1C(=O)O
 : -31%	32%[activator]	-4%	-21%	124%[activator]	9%	-1%	9%	19
- CCC(Sc1nc2sc(C(=O)OC)c(C)c2c(=O)n1N)C(=O)N(CC)CC (stereo not given)
 : -1%	3%	-1%	-14%	57%[activator][57.1 µM]	-5%	5%	38%[activator][57.1 µM]	-6
- CC(C)ON([C@@H](C(=O)NO)C(C)C)S(=O)(=O)c1ccc(-c2ccccc2)cc1
 : ?	.	-3%	.	-5%[57.1 µM]	.	.	0%[57.1 µM]	.
- COc1ccc(Nc2nc(-c3ccccc3)c3cc(Br)ccc3n2)cc1
 : -19%	6%	-4%	-27%	-7%	-6%	7%	-12%	3
- COc1ccc(CCNC(=O)c2nc(SCc3ccc(C)cc3)ncc2Cl)cc1OC
 : -11%	21%	-4%	-9%	-3%	-2%	-2%	23%	4
- CCc1ccc(OCC2c3cc(OC)c(OC)cc3CCN2C(=S)NCCOC)cc1 (stereo not given)
 : 9%	6%	-3%	-12%	-16%	0%	0%	-9%	-2
- O=C(NCC1CCCO1)C(c1cccnc1)N(C(=O)Cc1cccs1)c1cccnc1 (stereo not given)
 : -18%	2%	-2%	-13%	-3%	-1%	2%	15%	-2
- COc1cccc(-c2nc(N3CCCCC3C)c3ccccc3n2)c1O (stereo not given)
 : -17%	1%	-4%	?	-11%	2%	0%	-15%	6
- O=C(NCc1cccc(C(F)(F)F)c1)C1CC(c2ccccc2C(F)(F)F)=NO1 (stereo not given)
 : 23%	8%	0%	-16%	-7%	-5%	-29%	16%	0
- COC(=O)c1c(C)cc(C)c2c1CC(C)(C)C2=O
 : 1%	3%	-4%	-6%	9%[57.1 µM]	-9%	0%	15%[57.1 µM]	-6
- N#Cc1cccc(NC(=O)CNC(=O)Cc2ccccc2)c1
 : -16%	-2%	-4%	-16%	1%	-2%	-4%	15%	-9
- C/C=N/NC(=O)CCNC(=O)c1ccccc1
 : 4%	6%	1%	-5%	-16%	0%	0%	?	-2
- COC(=O)c1ccc(NC(=O)C(C)Sc2nc(=O)cc(N)n2CCc2ccccc2)cc1 (stereo not given)
 : 13%	-3%	-2%	-17%	-1%	4%	-2%	5%[11.4 µM]	-5
- CC12CCC(=O)N1C(C(=O)N1CCN(c3cccc(Cl)c3)CC1)CS2 (stereo not given)
 : 0%	-14%	-3%	-24%	-3%	-2%	-12%	2%	-4
- Cc1ccc(N2C(=O)CC(C)(C)CC2=O)cc1Cl
 : -11%	3%	-3%	-18%	10%	-2%	-4%	6%[57.1 µM]	-15
- CCOC(=O)N1CCc2c(sc(NCc3sccc3C)c2C(=O)Nc2cc(Cl)ccc2OC)C1
 : -39%	.	.	-26%	5%[57.1 µM]	.	.	22%[57.1 µM]	5
- O=C(CSc1nc(=O)n2cc(Cl)ccc2n1)Nc1ccc2c(c1)OCCO2
 : -6%	0%	-2%	-3%	-7%	7%	-2%	-1%	0
- COc1ccccc1NC(=O)c1sc(-c2ccc(Cl)cc2)cc1N
 : -15%	15%	2%	-16%	16%	-10%	-23%	-6%	-7
- Cc1ccc(Br)cc1S(=O)(=O)Nc1cccnc1
 : 9%	-1%	-1%	2%	-3%	-5%	-1%	2%	-11
- CC1CCN(C(=O)c2[nH]cnc2C(=O)NCc2ccc(CNC(=O)OC(C)(C)C)cc2)CC1
 : 4%	17%	12%	?	4%	-6%	4%	12%	-5
- NC(=O)CCC(C(=O)O)N1C(=O)C2C3CCC(C3)C2C1=O (stereo not given)
 : .	8%	-5%	-18%	.	-2%	0%	.	-2
- Cc1cc(C)c(C(N)=O)c(NCCc2ccccc2)n1
 : 11%	-2%	1%	-9%	22%	0%	1%	16%	-12
- CCOc1ccccc1NS(=O)(=O)c1ccc2c(c1)CC(C)N2C(=O)C1CC1 (stereo not given)
 : 9%	-6%	-1%	-23%	-3%	-8%	3%	5%	1
- CN(CC(=O)Nc1cccc(F)c1)C(=O)c1cc(-c2cccs2)nn1-c1ccccc1
 : 5%	-2%	-5%	-9%	-15%	8%	-6%	-13%	2
- Cc1cc2ncc(Cl)nc2cc1C
 : 14%	1%	-2%	2%	1%	1%	-4%	-13%	-2
- CCC(C(=O)Nc1ccccn1)c1ccccc1 (stereo not given)
 : -7%	5%	-2%	-7%	-10%[57.1 µM]	-15%	1%	?	-6
- Cn1cc(CNC(=O)C2CCCCC2)cn1
 : -16%	5%	-4%	-12%	-1%	3%	1%	6%	5
- COCCCNC(=O)CCNS(=O)(=O)c1ccc(C)cc1
 : 1%	5%	1%	-4%	1%	-10%	1%	-2%	7
- O=C(Cn1ncc2c([nH]c3ccccc32)c1=O)Nc1ccc(CN2CCCCC2)cc1
 : 1%	-1%	-11%	-23%	6%	-16%	1%	7%	-2
- CCOC(=O)c1cnn(CCOC(=O)Cc2cccs2)c1NC(=O)Cc1cccs1
 : 8%	0%	-2%	-9%	2%	-1%	3%	13%	5
- CCOC(=O)C1CCN(C(=O)CN(C)S(=O)(=O)c2ccc3c(c2)c(=O)n(C)c(=O)n3C)CC1
 : 7%	3%	0%	-13%	8%	1%	-1%	8%	-2
- CCc1ccccc1NC(=O)c1ccc(F)c(S(=O)(=O)N2CCN(c3cccc(Cl)c3)CC2)c1
 : 24%	-1%	0%	-25%	-1%[57.1 µM]	0%	4%	16%[57.1 µM]	-6
- S=C(CN1CCCC1=S)N1CCOCC1
 : 6%	0%	-2%	-4%	3%[57.1 µM]	-9%	0%	20%[57.1 µM]	-7
- CCOCCCNC(=O)CN1CCN(Cc2ccc(Cl)cc2)C1=O
 : 8%	3%	-6%	-11%	12%[57.1 µM]	14%	0%	11%[57.1 µM]	-6

3 compounds already listed, arranged by their value in Glioma ERSR ind, falling:
Compound	Glioma ERSR ind
COc1ccccc1NC(=O)c1sc(-c2ccc(Cl)cc2)cc1N	2%
CCOC(=O)C1CCN(C(=O)CN(C)S(=O)(=O)c2ccc3c(c2)c(=O)n(C)c(=O)n3C)CC1	0%
CCC(C(=O)Nc1ccccn1)c1ccccc1 (stereo not given)	-2%

Following part
Below each SMILES – RGS4 inh	IDH1 R132H inh	Glioma ERSR ind	USP1 inh	TrxR1 substrate	Vif-APOBEC3F blk	Vif-APOBEC3G blk	rTrxR1 inhibitor	LDHA inh
- Cc1ccc(S(=O)(=O)Nc2cccc(-c3cn4ccsc4n3)c2)cc1
 : -31%	9%	4%	-12%	-3%	-4%	?	0%	0
- CCc1ccc(NC(=O)N(C2CCCCC2)C(C)c2cccnc2)cc1 (stereo not given)
 : -17%	1%	2%	-14%	1%	0%	0%	2%	-1
- Cc1cc(NC(=O)CSc2nnc(COc3ccccc3)o2)no1
 : -5%	2%	-1%	-13%	8%[57.1 µM]	-9%	2%	7%[57.1 µM]	2
- Cc1ccc(OCCCN2C(=O)C(=O)c3cc(C)ccc32)cc1
 : -7%	-4%	1%	-28%	4%	2%	1%	14%	1
- COC(=O)Cc1ccc(NC(=O)c2ccccc2Cl)cc1
 : -16%	17%	-4%	-5%	-11%[57.1 µM]	-10%	-1%	13%[57.1 µM]	-3
- Cc1cccc(NC(=O)C(=O)NCC(c2ccc3c(c2)OCO3)N2CCN(c3ccccc3)CC2)c1 (stereo not given)
 : -11%	-6%	-2%	-14%	2%[57.1 µM]	4%	-2%	24%[57.1 µM]	-3
- CCCC12CN3CC(C)(CN(C1)C3c1ccco1)C2=O (stereo not given)
 : -33%	26%	-5%	-2%	-7%	-17%	-1%	-12%	-8
- Cc1ccc(-n2c(SCC(=O)N3CCOCC3)nc(O)cc2=O)cc1
 : 9%	6%	-1%	-18%	-9%	13%	2%	-16%	-2

Compound activity: PubChem BioAssay, National Center for Advancing Translational Sciences (NCATS)

An excerpt (hit frequency here may not be typical).
